Screens (PubChem BioAssay)
PfHsp40 rescue: rescue of yeast from PfHsp40 toxicity, primary screen, S. cerevisiae, ATP luminescence; growth rescue, % at 12.5 µM; 340,000 compounds, 0.68% hits; S. cerevisiae expressing PfHsp40, growth rescue; AID 504582, 2011; in the data active means growth rescue above about 28%, passing the limit was not always enough; inconclusive means no clear call, values can overlap the other calls;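 further: yeast W303a lacking pdr1 and pdr3 grown in galactose medium; growth measured after three days at 30 °C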
CCHF vOTU inh: CCHFV vOTU protease inhibitors, primary screen, biochemical, Pep-AMC substrate, fluorescence. Crimean-Congo hemorrhagic fever virus L polyprotein viral ovarian tumor (vOTU) protease …. inhibition, % at 11.5 µM. 370,000 compounds, 0.55% hits; in the data active means inhibition above about 30%; further: 0% = vehicle wells with enzyme and 100% = no enzyme wells
BoNT F protease: BoNT/F light chain protease inhibitors, primary screen, biochemical, flow cytometry, MLPCN library | Multiplex microsphere protease cleavage assay | 360,000 compounds, 0.22% hits | AID 588497, 2011 | Botulinum neurotoxin type F light chain protease (Clostridium botulinum) | inhibition, % at 10 µM; in the data active means inhibition above about 35%, passing the limit was not always enough; inconclusive means no clear call, values can overlap the other calls; further: plate controls were buffer without enzyme for full effect and enzyme alone for no effect
PrPC surface inh: inhibitors of human cell surface prion protein PrPC, primary screen, cell-based, TR-FRET; TR-FRET read-out; Major prion protein (Homo sapiens), P04156; inhibition, % at 13.8 µM; 370,000 compounds, 0.43% hits; AID 720596, 2013; in the data active means inhibition above about 24%; further: 0% = median of the test wells and 100% = reference compound wells
Anthrax LF inh2: Bacillus anthracis LF protease inhibitors, primary screen, biochemical, multiplex microsphere, MLPCN library; multiplex microsphere protease cleavage assay; inhibition, % at 10 µM; 360,000 compounds, 0.12% hits; further: plate controls were buffer without enzyme for full effect and enzyme alone for no effect
Target sequence (P15917 whole entry, looked up): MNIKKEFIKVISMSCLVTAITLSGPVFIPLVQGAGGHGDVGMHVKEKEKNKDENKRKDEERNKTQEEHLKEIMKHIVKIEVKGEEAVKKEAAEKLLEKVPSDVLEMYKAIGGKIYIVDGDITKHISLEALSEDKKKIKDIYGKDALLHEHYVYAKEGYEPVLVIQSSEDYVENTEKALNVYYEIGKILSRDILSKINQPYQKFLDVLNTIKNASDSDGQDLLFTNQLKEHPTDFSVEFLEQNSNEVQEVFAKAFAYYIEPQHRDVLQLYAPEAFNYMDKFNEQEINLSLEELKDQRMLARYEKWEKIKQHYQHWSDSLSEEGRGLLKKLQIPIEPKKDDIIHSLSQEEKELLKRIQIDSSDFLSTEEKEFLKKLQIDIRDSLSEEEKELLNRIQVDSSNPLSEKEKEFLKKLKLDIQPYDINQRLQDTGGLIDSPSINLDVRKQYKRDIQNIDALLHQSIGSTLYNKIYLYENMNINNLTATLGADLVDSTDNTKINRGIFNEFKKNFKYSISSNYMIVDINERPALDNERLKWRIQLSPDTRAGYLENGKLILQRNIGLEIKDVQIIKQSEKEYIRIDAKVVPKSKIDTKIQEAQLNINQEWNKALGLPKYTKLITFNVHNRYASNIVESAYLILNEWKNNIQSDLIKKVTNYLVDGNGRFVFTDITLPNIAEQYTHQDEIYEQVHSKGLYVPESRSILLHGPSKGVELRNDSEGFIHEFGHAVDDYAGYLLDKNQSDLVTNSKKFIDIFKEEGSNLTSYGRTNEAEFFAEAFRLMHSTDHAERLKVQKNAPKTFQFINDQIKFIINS
Y pestis TopoI: Yersinia pestis topoisomerase I inhibitors, primary screen, biochemical, cleavage product accumulation, plate reader, single point; activity, % at 10 µM; 360,000 compounds, 0.064% hits; AID 504884, 2011; Y. pestis Topo-I cleavage product accumulation; in the data active means activity above about 50%, passing the limit was not always enough; inconclusive means no clear call, values can overlap the other calls; further: inactives centre near 2
FadD28 binding: inhibitors of FadD28 bisubstrate probe binding, primary screen, biochemical, fluorescence polarization, single point. inhibition, % at 12.5 µM. 360,000 compounds, 0.22% hits. AID 588549, 2011; in the data active means inhibition above about 8.5%, passing the limit was not always enough; inconclusive means no clear call, values can overlap the other calls
BoNT A protease: BoNT/A light chain protease inhibitors, primary screen, biochemical, flow cytometry, MLPCN library. AID 588499, 2011. Botulinum neurotoxin type A light chain protease (Clostridium botulinum A str. ATCC 3502). 360,000 compounds, 0.17% hits. inhibition, % at 10 µM. multiplex microsphere protease substrate cleavage; further: plate controls were buffer without enzyme for full effect and enzyme alone for no effect
TcdB GH inh: TcdB glycohydrolase inhibitors, primary screen, biochemical, single point, plate reader. Toxin B (Clostridioides difficile), P18177. TcdB glycohydrolase enzymatic assay. inhibition, % at 9.99 µM. 350,000 compounds, 0.24% hits. AID 652162, 2013; in the data active means inhibition above about 10%
The depositor's hits bear a star; ? = inconclusive; . = no result given. Unless noted, no stated cut-off is given here; in the data, active means inhibition above about 30%; inconclusive means no clear call, values can overlap the other calls; inactive means below that. Compounds were not picked by outcome, and some 2.3% of all compounds hit somewhere here.

SMILES	PfHsp40 rescue	CCHF vOTU inh	BoNT F protease	PrPC surface inh	Anthrax LF inh2	Y pestis TopoI	FadD28 binding	BoNT A protease	TcdB GH inh
CC(CCN1C(Nc2ccccc2)=NC[C@@H]1C)c1ccccc1 (stereo not given in full)	0.0	2	-7	1	2	3	-2.1	-0.5	1.6
CC(C)CC(N)c1csc(Nc2ccc(C(=O)NCCCO)cn2)n1 (stereo not given)	.	7	-8	5	2	-4	-1.5	0.1	0.8
Cc1ccc(S(=O)(=O)N(C)C)cc1NC(=O)C(C)OC(=O)c1ccc2ccccc2n1 (stereo not given)	-0.7	7	7	-4	14	-1	-0.6	0.3	-0.2
COCCNc1nc2nonc2nc1N(C)Cc1ccc(C)cc1	0.8	9	-9	2	-1	-9	-4.0	-1.1	0.7
CC12CN3CC(C)(CN(C1)C3c1ccc(Br)cc1O)C2 (stereo not given)	0.4	5	-3	-4	0	-2	-0.2	1.2	.
COC(=O)c1ccc(CSc2nnc(C)s2)cc1	-0.9	16	4	1	0	6	-3.2	0.0	.
CC(C)c1ccc(NC(=O)C2CCCCN2S(=O)(=O)c2ccccc2)cc1 (stereo not given)	4.2	17	7	17	-2	42	-1.7	3.6	0.8
CC(=O)Nc1ccc(S(=O)(=O)NC(C)c2ccncc2)cc1 (stereo not given)	-1.9	-22	-2	-2	-2	3	-3.4	1.0	0.0
CN(C(=O)c1ccc(NC(=O)Cc2ccc(NC(=O)C3CCN(C(=O)C4CC4)CC3)cc2)cc1)C1CCCC1	-0.6	-1	0	2	1	10	-1.9	0.2	0.1
CCOC(=O)C(=CNc1ccc(C(F)(F)F)cc1)C(=O)OCC	-0.6	2	?	-1	8	7	-4.0	?	-0.6
Cc1cccc(CNC(=O)Cn2ccc3cc(S(=O)(=O)N4CCCCCC4)ccc32)c1	0.3	-6	1	8	0	29	-2.3	0.4	1.0
COc1ccc(C(=O)NCCCN2CCOCC2)cc1S(=O)(=O)N1CCCc2ccccc21	0.4	3	-3	2	0	11	-3.1	-0.4	3.8
COC(=O)Nc1ncc(CN2C(=O)c3ccccc3C2=O)s1	-1.8	-20	3	3	0	6	-3.8	0.4	.
CCOC(=O)[C@H]1[C@H]2COc3ccc(OC)cc3[C@H]2N2C(=O)CN(Cc3ccccc3)C(=O)[C@@]12C	2.5	-51	-4	11	-3	11	-2.6	0.2	-1.9
Cc1ccc(NC(=O)C2CCCN(c3ncnc4c3nc3n4CCCCC3)C2)nc1 (stereo not given)	1.0	12	0	5	2	24	1.9	-1.3	1.5
CCCCN(C(=O)Cc1cccc(F)c1)c1c(N)n(CCC)c(=O)[nH]c1=O	-1.4	6	-6	-3	-6	2	-3.8	-0.6	1.7
NCCCC[C@H]1CN=C(N)N1CCCCC1CCCCC1	-1.3	17	-21	4	-8	-11	-1.8	-0.4	.
COc1ccc(C(c2nnnn2Cc2cccs2)N2CCN(c3ccccc3F)CC2)cc1OC (stereo not given)	-0.1	19	1	7	-1	-3	-1.3	-0.4	4.4
CC1CN(C(=O)CN2C(=O)NC3(CCCCCC3)C2=O)CC(C)O1 (stereo not given)	1.5	10	-4	1	-3	-9	-4.4	-1.8	.
O=C1c2ccccc2C(=O)c2c1ccc(C(=O)N1CCCCC1)c2NCCO	0.2	5	1	-12	-8	-2	-1.4	0.6	.

Single entries from the results shown:
BoNT A protease, COC(=O)Nc1ncc(CN2C(=O)c3ccccc3C2=O)s1 stands at 0.4
BoNT F protease, CC1CN(C(=O)CN2C(=O)NC3(CCCCCC3)C2=O)CC(C)O1 (stereo not given) stands at -4

The listing picks up, repeating the three entries before the break.
SMILES	PfHsp40 rescue	CCHF vOTU inh	BoNT F protease	PrPC surface inh	Anthrax LF inh2	Y pestis TopoI	FadD28 binding	BoNT A protease	TcdB GH inh
COc1ccc(C(c2nnnn2Cc2cccs2)N2CCN(c3ccccc3F)CC2)cc1OC (stereo not given)	-0.1	19	1	7	-1	-3	-1.3	-0.4	4.4
CC1CN(C(=O)CN2C(=O)NC3(CCCCCC3)C2=O)CC(C)O1 (stereo not given)	1.5	10	-4	1	-3	-9	-4.4	-1.8	.
O=C1c2ccccc2C(=O)c2c1ccc(C(=O)N1CCCCC1)c2NCCO	0.2	5	1	-12	-8	-2	-1.4	0.6	.
Cc1ccc(C(=O)OCC(=O)NC2CCCCC2)o1	-0.3	9	5	-1	3	9	-1.0	-1.8	1.4
CC1CCCN(C(=O)COC(=O)Cc2c[nH]c3ccccc23)C1 (stereo not given)	-0.4	4	13	1	4	-2	-1.5	-0.4	-0.5
CCN1CCN(C(=O)NC(c2ccc(C)c(F)c2)C(Cl)Cl)CC1 (stereo not given)	0.3	-9	-1	-3	1	-6	-3.7	-0.1	1.1
CC1(C(=O)N2Cc3ccccc3C2)CCN1C(=O)Cc1ccccc1 (stereo not given)	.	9	3	-5	-7	3	-0.8	0.1	0.5
CN1CC(COCc2ccccc2)Oc2ccccc2S1(=O)=O (stereo not given)	1.9	9	3	-4	-4	3	-2.3	-0.9	0.9
CCc1ccc2c(CN3CCc4cc(OC)c(OC)cc4C3)cc(=O)oc2c1	-0.6	-4	-4	-7	-2	25	-2.0	0.4	.
O=C(N/N=C/C=C/c1ccccc1)NC1CCCCC1	-1.5	6	2	11	2	1	-2.7	-0.5	1.7
O=C(Nc1ccccc1C(=O)N1CCOCC1)C1CC(=O)N(c2ccc(F)cc2)C1 (stereo not given)	-0.2	-8	-9	3	0	3	0.1	1.6	0.0
Cc1ccccc1OCC(=O)Nc1ccc([N+](=O)[O-])cc1	1.9	-5	-33	-9	-35	-2	-1.4	-12	1.4
CC1CCCCC12NC(=O)N(CC(=O)c1ccc(Cl)s1)C2=O (stereo not given)	-1.2	-3	4	-3	4	-11	0.0	2.9	0.9
CCOC(=O)C1(Cc2ccccc2)CCN(Cc2cnn(CC)c2)CC1	-1.4	3	3	-7	0	-5	-1.8	0.9	0.6
COc1c(C=O)c(CCN(C)C(=O)c2ccc(F)cc2)cc2c1OCO2	-0.4	15	17	8	17	5	-1.5	-2.9	-2.2
CN1CCN(C(=O)c2ccc3c(=O)n(-c4ccc(F)cc4)c(=S)[nH]c3c2)CC1	-0.6	9	4	11	-1	-1	-1.3	-0.4	-0.8
CCCNC(=O)c1cc(SC)ccc1Cl	-0.8	-4	7	-5	-9	-2	-1.0	7.5	0.2
CCc1nnc(NC(=O)CSc2nnc(Cc3ccccc3)o2)s1	-0.6	-15	-5	-2	-1	2	-0.4	-0.8	-0.3
CC/C(=N\O)c1c(O)c2c(n(-c3ccccc3)c1=O)CCCC2	-2.5	8	-3	-2	0	6	0.6	-0.5	2.7
CCc1nc2ccc(C(=O)NCCOc3ccc(OC)cc3)cn2c1N(CC)CCN(C)C	.	6	-2	-3	0	-13	0.5	0.3	-1.5
Clc1ccc(C2CC(c3ccco3)n3ncnc3N2)cc1Cl (stereo not given)	-0.4	29	-24	-3	-8	-6	2.6	0.0	-2.5
CC1=Nn2c(nc3sc4c(c3c2=O)CCCC4)SC1	2.4	-6	-2	5	0	6	-2.2	0.0	.
Cc1ccc2nc(SCC(=O)Nc3cc(C(F)(F)F)ccc3N3CCOCC3)[nH]c2c1	-0.2	6	-4	18	-2	6	0.0	-0.7	.
O=C(/C=C/c1cccs1)Nc1ccc([N+](=O)[O-])cc1	0.2	17	-3	-8	0	-2	-2.4	0.6	.
C/C(=N\NC(=O)c1ccccc1F)c1ccccn1	-0.9	13	-1	2	4	3	0.3	3.5	0.6
Cn1c(C(=O)N2CCCC(Nc3ccc(F)cc3)C2)cc2ccccc21 (stereo not given)	3.6	5	-10	1	-2	6	0.5	-2.1	3.9
COc1ccc(C(=O)Nc2cccc(S(=O)(=O)NCc3ccco3)c2)cc1	0.0	-7	-8	4	-6	8	-2.4	-0.3	-1.9
CCC(=O)Nc1ccc(C(=O)COC(=O)Cc2ccsc2)cc1	0.9	-6	12	2	-4	-1	-1.1	-0.3	-0.4
COCCNC(=O)/C(C#N)=C/c1cccc(NC(=O)c2ccccc2Cl)c1	-0.2	-7	0	2	0	-7	-1.6	-0.5	.
CC(Cc1ccccc1)NCCC(=O)NC(C)Cc1ccccc1 (stereo not given)	-0.4	-1	10	6	4	1	-2.3	2.9	0.6
O=C(Cc1ccccc1Cl)Nc1cccc(S(=O)(=O)N2CCCCCC2)c1	0.1	17	2	9	-7	5	-2.2	0.2	0.0
COC(=O)c1cn(C)c2ccc(S(=O)(=O)N3CCCC3)cc2c1=O	0.4	-8	1	-2	-5	0	-4.1	1.8	.
N=c1oc2ccccc2cc1-c1nc(-c2ccc(Cl)cc2)cs1	86*	-1	3	9	6	6	-1.4	7.5	.
COc1ccc(OC)c(-n2c(=O)c3ccccc3c3ccccc3c2=O)c1	-0.6	-11	1	-4	-1	18	-4.9	0.6	0.6
COCCCNC(=O)c1ccc(N(C)S(=O)(=O)c2ccc(OC)cc2)cc1	0.1	3	22	-2	4	-6	-1.8	0.3	.
CC(C)c1ccc[n+](-c2nc([O-])sc2C=O)c1	.	-7	-12	-12	-17	8	-2.1	-0.5	0.7
COc1ccccc1-c1csc(C(O)(c2ccccc2)C(F)(F)F)n1 (stereo not given)	.	15	1	9	-2	0	-11	0.3	1.2
O=C1CCCN1CCC(=O)N1CCCC(N2CCN(c3ccccc3F)CC2)C1 (stereo not given)	-1.1	-3	-3	0	-2	-6	0.9	-2.4	0.2
CCOC(=O)c1ccccc1OC(=O)NNc1ccccc1	0.7	8	-2	8	-1	-6	-1.1	-0.3	-1.4
NC(=O)CSc1nnc(COc2cccc3ccccc23)o1	-0.6	14	?	-1	-1	2	-2.4	?	1.2
CCCCCC(=O)N1C[C@H](O)[C@@H](n2cc(C3CC3)nn2)C[C@@H]1c1ccc(C)cc1	.	-2	-5	3	2	15	-2.9	-0.4	2.0
COC(=O)C1=C(N)Oc2cc(C)n(Cc3cccnc3)c(=O)c2C1c1ccc(OC)c(OC)c1 (stereo not given)	-0.1	8	8	-5	0	5	-0.9	0.1	.
Cc1ccccc1-n1c(C)nnc1SCC(=O)NC1CCCc2ccccc21 (stereo not given)	-0.2	0	4	-4	1	16	1.0	-0.2	.
COc1ccc(C(=O)N=C2SC3CS(=O)(=O)CC3N2c2ccc(N(C)C)cc2)cc1OC (stereo not given)	-1.4	10	2	-7	0	-11	-0.2	0.3	0.3
COc1ccccc1C(=O)NCC(=O)OC(C)C(=O)N1CCOCC1 (stereo not given)	1.1	-4	-1	7	-1	4	-2.1	0.4	0.6
CCN(C(=O)c1coc(=O)c(Br)c1)c1ccc2c(c1)OCO2	-0.8	11	-5	-8	-5	4	0.9	1.0	.
O=C(CSc1nnc(NC(=O)c2cccc(Br)c2)s1)NCC1CCCO1 (stereo not given)	-1.6	-7	7	0	-2	-9	-0.7	-1.1	-0.1
Cc1cc(Nc2ccccc2N2CCOCC2)n2ncnc2n1	-0.5	4	-1	-2	-2	-4	-2.7	-0.3	.
Cn1c2ccccc2c2nnc(SCCN3CCOCC3)nc21	-1.0	-10	17	-9	-4	-5	-0.8	-1.4	-5.9
O=C1c2cccc(Cl)c2C(=O)N1c1ccccn1	.	-9	?	-6	4	2	1.5	-2.3	1.0
Cc1nn(-c2cc(N3CCCCC3)ccc2[N+](=O)[O-])c(=O)c2ccccc12	-1.2	-6	0	-9	2	0	-2.8	?	.
